From PubChem BioAssay
MCF10A rereplic = inducers of DNA re-replication in MCF 10A breast cells. Potency, µM (doses to about 46.1 µM), for inactives: at the top dose activity, positive = re-replication, hits mostly activators. 350,000 compounds, 2.9% hits. MCF 10A DNA re-replication, Hoechst nuclear intensity, 48 h; note: potency is the fitted concentration of half-maximal effect; % of control where 0% means no effect; nearly all actives have a fitted effect of over 50% in size
HT1080NT lethal = kills 2HG-producing HT-1080-NT fibrosarcoma cells; HT-1080-NT fibrosarcoma viability, CellTiter-Glo ATP luminescence, 48 h; Potency, µM (top dose mostly 46.1 µM), inactives show at the highest dose activity, negative = less viability, usual class: cytotoxic; 360,000 compounds, 1.6% hits; AID 686970;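 note: NT is the 2HG producing partner of a matched IDH1 knockdown line; potency is the fitted concentration of half-maximal effect; 0% = DMSO-treated cells and -100% = media-only wells without cells; nearly all actives have a fitted effect of over 55% in size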
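Toxicity toward the 2HG-producing NT line was scored as %Activity, normalised to DMSO and no-cell wells, from CellTiter-Glo luminescence after 48 hours' treatment.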
ATXN viability = reduces viability in counter-screen for ATXN expression inhibitors | S2 cells (HEK-293 line with an ATXN2-luciferase reporter) viability, CellTiter-Fluor protease fluorescence, 24 h | Potency, µM (series often up to 56.7 µM), most hits filed as cytotoxic | 400,000 compounds, 0.49% hits | AID 651635; note: potency is the fitted concentration of half-maximal effect; nearly all actives have a fitted effect of over 40% in size
IL-1B inflam inh = inhibitors of inflammasome signaling (IL-1 beta secretion). THP-1 LPS/ATP IL-1B secretion, AlphaLISA, 16 h; stronger effect = lower value. activity change, % at 57.5 µM. 360,000 compounds, 4.7% hits; in the data active = activity change below about -50%; inconclusive = mostly about -30% to -49%; note: % is set by controls: 0 for no effect and ±100 for the full control effect
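Secreted IL-1B measured by AlphaLISA bead assay after 16 h compound exposure of THP-1 cells; compounds (final up to 57.5 uM) added 1 h before LPS (250 ng/mL) and ATP (1.25 mM) stimulation; lower signal means less secretion.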
HepG2 tox = kills HepG2 cells in TGF-b inhibitor counter-screen. HepG2 CAGA-GFP viability, ATP luminescence, 18 h. Potency, µM (doses to about 46.1 µM), without a hit: at the top dose activity change, negative = cytotoxicity, most hits filed as cytotoxic. 410,000 compounds, 0.76% hits. AID 588856; note: potency is the fitted concentration of half-maximal effect; some results filed as inactive show a strong effect at the top dose
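HepG2 CAGA-GFP cells (1000/well, DMEM with 1% FBS) received compound, then TGF-beta at 500 pg/mL final, and were incubated 18 hours at 37 degrees C. Viability was read by CellTiter-Glo luminescence. Media-only wells were set as complete cell-killing and DMSO as no toxicity.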
ATXN2 expr inh = reduces ATXN2 reporter expression in HEK-293 cells; HEK-293 ATXN2-luciferase reporter, luminescence, 24 h; Potency, µM (doses to about 57 µM), for inactives: at the highest dose activity change, negative = inhibition, usual class: inhibitors; 360,000 compounds, 0.72% hits; AID 1745845; note: potency is the fitted concentration of half-maximal effect; % is set by controls: 0 for no effect and ±100 for the full control effect; nearly all actives have a fitted effect of over 55% in size
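ATXN2-luciferase reporter cells (luciferase flanked by upstream and downstream ATXN2 gene portions) were treated 24 h at 37 °C with compounds at up to 57 uM. SteadyGlo luminescence gave expression; GF-AFC fluorescence gave viability.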
HT1080 IDH1KD tx = kills HT-1080 cells with IDH1 knockdown | HT-1080 IDH1 knockdown viability, ATP luminescence, 48 h | Potency, µM (series often up to 46.1 µM), for the others: at the top dose activity, negative = toxicity, most hits filed as cytotoxic | 360,000 compounds, 2% hits;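 note: potency is the fitted concentration of half-maximal effect; 0% = DMSO wells and -100% = cell-free medium wells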
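Knockdown cells (IDH1KD HT-1080) received compounds 2 h after plating at 750 cells/well and were kept 48 h at 37 °C in 5% FBS RPMI. A CellTiter-Glo luminescence read gave % activity for curve fitting.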
KB-3-1 cytotox = kills parental KB-3-1 adenocarcinoma cells | KB-3-1 viability, CellTiter-Glo ATP luminescence, 72 h | Potency, µM (titrated, usually from 46.1 µM), without a hit: at the top dose activity change, negative = cytotoxic, hits mostly cytotoxic | 400,000 compounds, 1.4% hits | AID 1347075; note: potency is the fitted concentration of half-maximal effect; % is set by controls: 0 for no effect and ±100 for the full control effect; nearly all actives have a fitted effect of over 60% in size
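Cytotoxicity in the drug-sensitive parental line KB-3-1 was scored as loss of CellTiter-Glo luminescence following 72 h incubation with compound. Values come from curve fitting of normalized concentration-response data.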
SW480 rerep = DNA re-replication induction in SW480 cells; 340,000 compounds, 1.8% hits; Potency, µM (series often up to 46.1 µM), for the others: at the highest dose re-replication activation, hits mostly activators; SW480 DNA re-replication, Hoechst DNA content imaging, 48 h; note: potency is the fitted concentration of half-maximal effect; % of control where 0% means no effect; nearly all actives have a fitted effect of over 55% in size
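Image-based DNA-content assay: after two days of treatment, nuclei were labelled with the DNA dye Hoechst and imaged, and hits were compounds raising the count of nuclei showing high fluorescence intensity.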
* marks the source's active call; other numbers are inactive results; i = inactive; ? = inconclusive; . = not tested or not shown; [ ] = another dose, or the depositor's remark. Unless noted, calls come from the whole dose curve; as a rule, active = well fitted curve in the direction sought with a large enough effect; inconclusive = small, poorly fitted or top-dose-only effect, or another doubt; inactive = no such curve, though single readings can be large; an effect the other way counts as inactive or inconclusive.

Letters – A = MCF10A rereplic; B = HT1080NT lethal; C = ATXN viability; D = IL-1B inflam inh; E = HepG2 tox; F = ATXN2 expr inh; G = HT1080 IDH1KD tx; H = KB-3-1 cytotox; I = SW480 rerep
O=C1C2CC=CCC2C(=O)N1c1ccc(NCCc2cccc(F)c2)c([N+](=O)[O-])c1 (stereo not given)
  A = ? | B = 1.2% | C = i | D = 7.4 | E = 1.1% | F = -9.8% | G = -1.0% | H = 3.6% | I = 3.5%

O=C(COc1ccc([N+](=O)[O-])cc1Cl)NCCN1C(=O)CSC1=O
  A = -1.7% | B = 0.9% | C = i | D = 6.6 | E = -48.5% | F = . | G = 1.4% | H = -0.3% | I = -19.8%

O=C(NCc1ccccc1)c1ccc(Br)cc1
  A = 1.5% | B = -4.3% | C = i | D = -8.7 | E = -8.7% | F = -15.3%[11.3 µM] | G = 0.4% | H = -6.4% | I = -7.0%

O=[N+]([O-])c1ccc(NCCN2CCOCC2)c([N+](=O)[O-])c1
  A = -3.4% | B = -24.6% | C = i | D = -26.7 | E = 19.2% | F = -2.6% | G = -1.0% | H = 0.0% | I = -10.5%

Cc1cc(Cl)c(OCCCN(C)C)c(Br)c1
  A = 19.1% | B = -1.5% | C = i | D = -6.1 | E = -4.6% | F = -11.7% | G = -13.9% | H = -4.5% | I = -1.6%

O=S(=O)(NCc1ccccn1)c1cc(OCC(F)(F)F)ccc1OCC(F)(F)F
  A = -2.2% | B = 1.2% | C = i | D = -27.8 | E = -7.9% | F = -23.2% | G = 0.9% | H = 1.2% | I = -12.9%

COc1ccc(Cc2nnc(NC(=O)c3cccc(F)c3)s2)cc1OC
  A = 16.1% | B = 6.3% | C = i | D = 9.9 | E = -7.6% | F = 8.6% | G = 5.8% | H = 18.2% | I = -13.8%

Cc1ccc(F)cc1NC(=O)CSc1n[nH]c(N)n1
  A = -1.7% | B = 12.0% | C = ? | D = 1.8 | E = 15.2% | F = 7.2% | G = -0.4% | H = 3.5% | I = -8.2%

O=C(N/N=C/C=C\c1ccco1)c1cccs1
  A = ? | B = 16.3% | C = i | D = ? | E = -16.2% | F = 40.4%[activator] | G = 3.2% | H = 14.6% | I = 8.2%

CSc1cccc(CNC(=O)C2CCC(=O)N(CC3CCCCC3)C2)c1 (stereo not given)
  A = 14.0% | B = 1.1% | C = i | D = -15.3 | E = -8.3% | F = -9.5% | G = -3.9% | H = -2.8% | I = -1.1%

CCNC(=S)Nc1ccc2ncoc2c1
  A = 9.3% | B = 7.1% | C = i | D = 3.8 | E = -15.5% | F = 2.6% | G = 11.2% | H = 7.4% | I = ?

Pulled by compound from above, five records:
Letters – A = MCF10A rereplic; B = HT1080NT lethal; C = ATXN viability; D = IL-1B inflam inh; E = HepG2 tox; F = ATXN2 expr inh; G = HT1080 IDH1KD tx; H = KB-3-1 cytotox; I = SW480 rerep
O=S(=O)(NCc1ccccn1)c1cc(OCC(F)(F)F)ccc1OCC(F)(F)F
  A = -2.2% | B = 1.2% | C = i | D = -27.8 | E = -7.9% | F = -23.2% | G = 0.9% | H = 1.2% | I = -12.9%

O=C(N/N=C/C=C\c1ccco1)c1cccs1
  A = ? | B = 16.3% | C = i | D = ? | E = -16.2% | F = 40.4%[activator] | G = 3.2% | H = 14.6% | I = 8.2%

O=[N+]([O-])c1ccc(NCCN2CCOCC2)c([N+](=O)[O-])c1
  A = -3.4% | B = -24.6% | C = i | D = -26.7 | E = 19.2% | F = -2.6% | G = -1.0% | H = 0.0% | I = -10.5%

Cc1ccc(F)cc1NC(=O)CSc1n[nH]c(N)n1
  A = -1.7% | B = 12.0% | C = ? | D = 1.8 | E = 15.2% | F = 7.2% | G = -0.4% | H = 3.5% | I = -8.2%

O=C(COc1ccc([N+](=O)[O-])cc1Cl)NCCN1C(=O)CSC1=O
  A = -1.7% | B = 0.9% | C = i | D = 6.6 | E = -48.5% | F = . | G = 1.4% | H = -0.3% | I = -19.8%

Shown with bars between the fields: part of the list above.
Molecule | MCF10A rereplic | HT1080NT lethal | ATXN viability | IL-1B inflam inh | HepG2 tox | ATXN2 expr inh | HT1080 IDH1KD tx | KB-3-1 cytotox | SW480 rerep
COc1ccc(Cc2nnc(NC(=O)c3cccc(F)c3)s2)cc1OC | 16.1% | 6.3% | i | 9.9 | -7.6% | 8.6% | 5.8% | 18.2% | -13.8%
Cc1ccc(F)cc1NC(=O)CSc1n[nH]c(N)n1 | -1.7% | 12.0% | ? | 1.8 | 15.2% | 7.2% | -0.4% | 3.5% | -8.2%
